# SENP8 inh = SENP8 protease inhibitors, primary screen, biochemical, luminescence; Sentrin-specific protease 8 (Homo sapiens), Q96LD8; purified SENP8, Z-RLRGG-aminoluciferin cleavage; inhibition, % at 10 µM; hit rate 1.2% among 330,000; AID 2540, 2010
# Target sequence (Q96LD8 whole entry, looked up): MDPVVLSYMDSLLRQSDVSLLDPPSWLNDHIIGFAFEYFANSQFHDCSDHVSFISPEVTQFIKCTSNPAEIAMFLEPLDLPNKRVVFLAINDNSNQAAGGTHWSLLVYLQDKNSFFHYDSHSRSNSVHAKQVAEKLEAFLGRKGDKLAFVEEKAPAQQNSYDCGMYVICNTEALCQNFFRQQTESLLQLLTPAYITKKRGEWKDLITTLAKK
# SENP7 inh = SENP7 protease inhibitors, primary screen, biochemical, luminescence, uHTS | Sentrin-specific protease 7 (Homo sapiens), Q9BQF6 | recombinant SENP7, Z-RLRGG-aminoluciferin luminescence, 40 min | inhibition, % at 5 µM | hit rate 1.5% among 330,000 | AID 434973, 2010;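 active = inhibition above about 50% at the single test dose, limit read from the data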;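 also: plate controls were DMSO with enzyme for no effect and no enzyme buffer wells for full effect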
# Target sequence (Q9BQF6 706-1050 limits assumed): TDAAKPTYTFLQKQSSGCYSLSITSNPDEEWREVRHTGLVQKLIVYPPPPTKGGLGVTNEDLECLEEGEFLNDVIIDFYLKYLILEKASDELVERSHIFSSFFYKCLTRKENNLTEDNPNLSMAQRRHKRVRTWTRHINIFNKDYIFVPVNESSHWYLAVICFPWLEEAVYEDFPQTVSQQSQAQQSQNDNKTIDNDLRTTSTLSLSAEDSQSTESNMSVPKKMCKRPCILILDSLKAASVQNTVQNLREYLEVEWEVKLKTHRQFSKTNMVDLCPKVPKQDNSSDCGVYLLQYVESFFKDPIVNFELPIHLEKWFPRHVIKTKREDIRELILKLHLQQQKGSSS
# UBC13 inh = UBC13 polyubiquitin chain formation inhibitors, primary screen, biochemical, TR-FRET, uHTS; Ubiquitin-conjugating enzyme E2 N (Homo sapiens), P61088; inhibition, % at 20 µM; hit rate 0.47% among 330,000; AID 485273, 2010; in the data active = inhibition above about 45%, passing the limit was not always enough
# Target sequence (P61088 whole entry, looked up): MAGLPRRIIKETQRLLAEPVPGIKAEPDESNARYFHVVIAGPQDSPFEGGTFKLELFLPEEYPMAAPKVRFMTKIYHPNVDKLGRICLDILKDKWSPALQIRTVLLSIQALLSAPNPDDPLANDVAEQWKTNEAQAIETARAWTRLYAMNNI
# 697 NFkB inh = inhibitors of PMA/ionomycin-induced NF-kB reporter, 697 cells, primary screen, B-cell NF-kB inhibitor project, cell-based, luminescence, uHTS | hit rate 0.33% among 330,000 | 697 B-cell NF-kB luciferase reporter, 16 h | AID 435022, 2010 | inhibition, % at 4 µM; in the data active = inhibition above about 35%
# Gli-Sufu antag = Gli-Sufu pathway antagonists, primary screen, luciferase luminescence, Sufu-KO-LIGHT cells, uHTS; Sufu-KO-LIGHT fibroblasts, Gli luciferase reporter luminescence; inhibition, % at 5 µM; hit rate 0.74% among 340,000;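 active = inhibition above about 55%, limit read from the data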;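 also: 0% = DMSO-treated cells and 100% = wells with medium but no cells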
# Jurkat NFkB inh = inhibitors of induced NF-kB luciferase reporter, primary screen, TCR NF-kB activation inhibitor project, cell-based, luminescence, uHTS. AID 435003, 2010. Jurkat, PMA/ionomycin-induced NF-kB luciferase reporter. hit rate 0.53% among 330,000. inhibition, % at 4 µM
# Apaf1 inhib = inhibitors of human Apaf-1 apoptosome, primary screen, biochemical, DEVD-Rh110 fluorescence, uHTS; Apoptotic protease-activating factor 1 (Homo sapiens), O14727; reconstituted apoptosome caspase-3 activity; inhibition, % at 20 µM; hit rate 0.71% among 330,000; active = inhibition of at least 40% at 20 µM;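 also: plate controls were DMSO wells for no effect and DEVD-CHO caspase inhibitor wells for full effect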
#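 Assay system – apoptosome proteins · Medium – Hepes buffer, pH 7.5 · Also added – cytochrome c with DEVD-Rh110 · Timing – 30 min compound preincubation, 50 min activation, room temperature · Detection – Rh110 fluorescence, excitation 480 nm, emission 540 nm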
# HKDC1 inh = HKDC1 hexokinase inhibitors, primary screen, biochemical, fluorescence, uHTS; inhibition, % at 20 µM; recombinant HKDC1, G6PDH/diaphorase resazurin coupled fluorescence; Q2TB90; hit rate 0.16% among 340,000;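 active = inhibition above about 35% when tested at 20 µM, limit read from the data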;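 also: plate controls were DMSO wells with enzyme for no effect and DMSO wells lacking enzyme for full effect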
#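 Test system: recombinant HKDC1 (HK5) hexokinase enzyme, produced in-house; Amount: enzyme 5 µg/mL final; Buffer or medium: Tris pH 8.0 buffer with MgCl2, Tween-20, BSA, BME; Reagent: glucose and ATP substrates; Doses: 20 µM test compound, 1% DMSO; Incubation: 90 min reaction incubation at room temperature, dark; Detection: resorufin fluorescence at 613 nm.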
# * hit, by the source's call; / = not tested or not shown. Rule as the data show it, unless noted: active = inhibition above about 50%; inactive = the rest.
1. Clc1ccc(C2=NN(c3ccccc3)C(c3ccco3)C2)cc1 (configuration not stated)
2. COc1cc(NC(=O)NCC2CCN(Cc3ccccc3F)CC2)cc(OC)c1
3. Nc1nonc1C(=O)NCCN=Cc1cc(Cc2ccccc2)cc(Br)c1O
4. O=C(O)CNS(=O)(=O)c1c(Cl)cccc1Cl
5. CCOc1ccc(S(=O)(=O)N2CCN(C(=S)NC3CC3)CC2)cc1
6. CCOC(=O)c1c(C)oc2c(CN3CCN(C)CC3)c(Br)c(OC)c(O)c12
Compound,1,2,3,4,5,6
SENP8 inh,-15,0,15,2,-4,-1
SENP7 inh,1,1,-6,8,-3,-1
UBC13 inh,12,4,-8,17,-6,20
697 NFkB inh,-51,10,-13,34,-14,0
Gli-Sufu antag,-3,2,0,31,0,10
Jurkat NFkB inh,-10,-13,-3,1,17,-11
Apaf1 inhib,-3,3,24,-6,-16,-21
HKDC1 inh,-2,2,32,2,-1,0

7. CCc1ccccc1NC(=O)Cn1ccn(-c2ccc(OC)cc2)c(=O)c1=O
8. O=C(COCc1ccccc1)N[C@@H]1c2ccccc2CC[C@H]1OCc1ccccc1
9. O=C(CCCCCCC(=O)NCc1ccccc1)NCc1ccccc1
10. Cc1ccc(C(=O)NC(C)c2ccc(-n3ccnc3)cc2)cc1S(=O)(=O)N1CCOCC1 (configuration not stated)
11. COC(=O)CN(c1ccccn1)S(=O)(=O)c1ccccc1
12. Cc1cc(-c2ccc(C)c(S(=O)(=O)NCCC(C)N3CCCCCC3)c2)on1 (configuration not stated)
Compound,7,8,9,10,11,12
SENP8 inh,5,/,0,6,-4,3
SENP7 inh,13,4,-2,-11,8,13
UBC13 inh,-5,/,5,73*,12,2
697 NFkB inh,-38,5,12,1,6,0
Gli-Sufu antag,-22,-30,0,5,-10,9
Jurkat NFkB inh,9,/,10,10,6,-10
Apaf1 inhib,5,19,3,23,4,5
HKDC1 inh,-2,20,1,-8,-5,-2

13. O=C(O)CCc1ccc(-c2ccc(Cl)cc2)n1CC(=O)Nc1ccccc1
14. CCN1CCN(C(=S)Nc2ccc(Cl)c(Cl)c2)CC1
15. COc1ccc(NC(=O)CN2CCN(S(=O)(=O)c3ccc(F)cc3)CC2)cc1Cl
16. COc1ccccc1/C=C/C=N/NC(=O)c1cnccn1
17. Cc1ccccc1-n1c(=O)cc(N2CCN(Cc3ccccc3)CC2)[nH]c1=O
18. CC(=O)N1c2ccc(S(=O)(=O)N3CCCC3)cc2CC1C(=O)NCc1ccc(N(C)C)cc1 (configuration not stated)
Compound,13,14,15,16,17,18
SENP8 inh,-1,0,-8,0,10,-5
SENP7 inh,0,2,11,1,7,-16
UBC13 inh,-6,8,-6,-14,2,-6
697 NFkB inh,-6,11,-5,-24,6,1
Gli-Sufu antag,1,8,1,-27,-13,29
Jurkat NFkB inh,-19,-1,-22,-12,-5,-13
Apaf1 inhib,4,4,2,-7,1,3
HKDC1 inh,-1,-2,2,17,-5,-4

# Reformatted: results already given.
7) CCc1ccccc1NC(=O)Cn1ccn(-c2ccc(OC)cc2)c(=O)c1=O
  SENP8 inh: 5
  SENP7 inh: 13
  UBC13 inh: -5
  697 NFkB inh: -38
  Gli-Sufu antag: -22
  Jurkat NFkB inh: 9
  Apaf1 inhib: 5
  HKDC1 inh: -2

8) O=C(COCc1ccccc1)N[C@@H]1c2ccccc2CC[C@H]1OCc1ccccc1
  SENP8 inh: /
  SENP7 inh: 4
  UBC13 inh: /
  697 NFkB inh: 5
  Gli-Sufu antag: -30
  Jurkat NFkB inh: /
  Apaf1 inhib: 19
  HKDC1 inh: 20

# Other records:
19. NS(=O)(=O)c1ccc(CCNC(=O)c2cc(-c3cccs3)nc3ccccc23)cc1
20. CC(C)CCSc1nc2[nH]ncc2c(=O)[nH]1
21. CCOc1ccccc1NC(=O)C1CC(=O)n2ncnc2N1 (configuration not stated)
22. CCOC(=O)Nc1oc2ccccc2c(=O)c1CN1CCOCC1
23. O=C(NCCN1CCOCC1)c1ccc(=O)n(Cc2ccc(Cl)cc2)c1
24. Cc1cccc(N2CCN(C(=O)C34CC5CC(CC(C5)C3)C4)CC2)c1C
Compound,19,20,21,22,23,24
SENP8 inh,3,-4,4,3,-2,1
SENP7 inh,8,-9,2,9,5,0
UBC13 inh,18,-5,3,5,7,6
697 NFkB inh,1,-2,2,-1,8,0
Gli-Sufu antag,-24,2,-2,21,4,10
Jurkat NFkB inh,1,-8,10,-6,-10,-14
Apaf1 inhib,-6,-4,-7,9,1,20
HKDC1 inh,-4,-13,-9,-1,-7,5

25. COc1ccc(C(CC(=O)NC(C)c2ccc(-c3ccccc3)cc2)NC(C)=O)cc1 (configuration not stated)
26. CCCSCCCNC(=O)c1ccc(C)c(NC(=O)C2=C(C)OCCS2)c1
27. CCn1c(=S)sc2c(=O)n(CC(=O)Nc3cccc(OC)c3)c(C)nc21
28. CCCNC(=O)COc1coc(CN2CCN(C(=O)c3ccco3)CC2)cc1=O
29. O=c1c2cc(NC(=S)N3CCC(N4CCCCC4)CC3)ccc2nc2n1CCCCC2
30. Cc1nc(C)c(C(=O)N2CCCC(CCC(=O)NCc3ccc(F)c(F)c3)C2)s1 (configuration not stated)
Compound,25,26,27,28,29,30
SENP8 inh,2,-10,9,-7,-2,9
SENP7 inh,-6,-7,2,5,9,3
UBC13 inh,-6,4,3,-2,6,3
697 NFkB inh,1,-8,11,13,-10,13
Gli-Sufu antag,-21,3,-5,2,6,0
Jurkat NFkB inh,2,-23,6,13,-19,1
Apaf1 inhib,-16,10,11,-1,2,-7
HKDC1 inh,2,1,-1,-2,-8,-8

# Next part (4 carried over from the part before).
27. CCn1c(=S)sc2c(=O)n(CC(=O)Nc3cccc(OC)c3)c(C)nc21
28. CCCNC(=O)COc1coc(CN2CCN(C(=O)c3ccco3)CC2)cc1=O
29. O=c1c2cc(NC(=S)N3CCC(N4CCCCC4)CC3)ccc2nc2n1CCCCC2
30. Cc1nc(C)c(C(=O)N2CCCC(CCC(=O)NCc3ccc(F)c(F)c3)C2)s1 (configuration not stated)
31. COc1ccc(C2=NN(C(=O)CCC(=O)O)C(c3ccc(Br)cc3)C2)cc1 (configuration not stated)
32. O=S(=O)(c1cccnc1)N1CCn2cccc2C1c1ccccc1F (configuration not stated)
33. Cn1nc([N+](=O)[O-])nc1Sc1nnnn1-c1cccc(C(=O)O)c1
34. CC[C@]1(C(=O)OC)[C@H]2C(=O)N(Cc3ccccc3)C(=O)[C@H]2[C@H]2CN=C(SCc3ccc(C(=O)OC)cc3)N21
35. O=C(Nc1ccc(F)cc1)c1cc2c(s1)CCCC2
36. CCCCn1c(N)c(N(CC(C)C)C(=O)CCCc2nc3ccccc3s2)c(=O)[nH]c1=O
Compound,27,28,29,30,31,32,33,34,35,36
SENP8 inh,9,-7,-2,9,-9,-3,-4,/,91*,8
SENP7 inh,2,5,9,3,13,-6,2,5,87*,12
UBC13 inh,3,-2,6,3,-6,2,-7,/,3,-3
697 NFkB inh,11,13,-10,13,-8,15,9,-3,-11,-5
Gli-Sufu antag,-5,2,6,0,-6,-5,2,3,-81,9
Jurkat NFkB inh,6,13,-19,1,-16,10,-1,/,-129,4
Apaf1 inhib,11,-1,2,-7,1,6,-8,25,-2,4
HKDC1 inh,-1,-2,-8,-8,-3,-3,5,-1,0,-3

37. C/C(=N\n1nnnc1Nc1ccccc1)c1ccc(N)cc1
38. COC(=O)c1csc(S(=O)(=O)N2CCOCC2)c1OC
39. Cc1ccccc1C(=O)NCC(=O)OC1CCCCC1=O (configuration not stated)
40. O=C(C1Cc2ccccc2CN1S(=O)(=O)c1ccc(F)cc1)N1CCCCCC1 (configuration not stated)
41. O=C(C1=C(O)C(=O)N(CC2CCCO2)C1c1cccnc1)c1ccco1 (configuration not stated)
42. CCOc1ccc2c(c1)C(=O)c1cc(OCC(=O)O)ccc1-2
Compound,37,38,39,40,41,42
SENP8 inh,3,2,-3,-1,-2,-5
SENP7 inh,13,0,1,-3,-1,1
UBC13 inh,-5,-1,0,-6,-12,-35
697 NFkB inh,-20,-3,9,16,-14,18
Gli-Sufu antag,/,5,1,-3,-3,0
Jurkat NFkB inh,-14,-3,5,-2,-2,-8
Apaf1 inhib,0,-4,4,9,14,-8
HKDC1 inh,/,-3,-7,-4,-5,9

43. COc1cccc(-c2nc(CS(=O)(=O)CC(=O)Nc3cccc(C(C)=O)c3)c(C)o2)c1
44. O=C(CN(C(=O)c1ccccc1)N1C(=O)CCC1=O)c1cccs1
45. CNC(=S)NNC(=O)c1oc2nc(-c3ccccc3)cc(C)c2c1N
46. CCOC(=O)CN1C(=O)C(CC)Oc2ccccc21 (configuration not stated)
47. COc1cc2[nH]cc(C(=O)NCc3cccs3)c(=O)c2cc1OC
48. Cc1nc(N2CCCCC2C)c2c(C)c(C(=O)Nc3ccccc3C(F)(F)F)sc2n1 (configuration not stated)
Compound,43,44,45,46,47,48
SENP8 inh,5,-1,10,-2,3,6
SENP7 inh,6,-2,12,4,0,-2
UBC13 inh,2,5,1,16,13,40
697 NFkB inh,11,25,16,17,31,-22
Gli-Sufu antag,2,-6,-5,-3,1,-1
Jurkat NFkB inh,7,-6,-1,11,2,0
Apaf1 inhib,5,-8,-20,-21,4,14
HKDC1 inh,4,-9,-5,-9,-8,19

49. CC1CCN(C(=O)CCNC(=O)c2ccccc2Cl)CC1
50. O=C(CCc1nnc(CCCc2ccccc2)o1)NCCN1CCOC1=O
51. CC(=O)N/C(=C\c1ccccc1)C(=O)OCCCOC(=O)/C(=C/c1ccccc1)NC(C)=O
52. Cn1cc(/C=C(\NC(=O)c2ccccc2Cl)C(=O)NCCCn2ccnc2)c2ccccc21
53. COC(=O)Cn1cnc2c(nnn2-c2ccc(OC)cc2)c1=O
54. CC1(C)CC(=O)C(C=NCCCn2ccnc2)=C(O)C1
Compound,49,50,51,52,53,54
SENP8 inh,5,11,9,-6,1,6
SENP7 inh,0,6,-3,-4,3,-6
UBC13 inh,8,-7,-10,-12,-1,3
697 NFkB inh,23,0,-7,-17,9,10
Gli-Sufu antag,-10,-2,-4,-5,/,0
Jurkat NFkB inh,-1,3,4,-1,-31,2
Apaf1 inhib,7,10,-3,5,6,1
HKDC1 inh,-8,-8,-3,-9,2,-8

55. CC/C(=N/NC(=O)c1ccccc1)c1ccc(OCCN2CCOCC2)cc1
56. O=C(NC1CCCCC1)C(c1cccs1)N(C(=O)c1ccccn1)c1ccccc1 (configuration not stated)
57. N#CCCN1CCN(S(=O)(=O)c2ccc(S(=O)(=O)N3CCCCCC3)cc2)CC1
58. CC(OC(=O)c1ccc(=O)n(Cc2ccccc2)n1)C(=O)Nc1cccc(Cl)c1 (configuration not stated)
59. CC(=O)Nn1cnc2c(c1=O)C1(CCCC1)Cc1ccccc1-2
60. Cc1ccc(NC(=O)C2C3C=CC4(O3)C2C(=O)N(CCN2CCOCC2)C4C(=O)NC2CCCCC2)cc1C (configuration not stated)
Compound,55,56,57,58,59,60
SENP8 inh,5,-3,-11,-1,0,9
SENP7 inh,5,-11,-17,2,-4,9
UBC13 inh,8,5,3,-3,-6,4
697 NFkB inh,14,3,2,8,-17,0
Gli-Sufu antag,13,-14,-2,-4,2,32
Jurkat NFkB inh,-7,2,2,5,-5,2
Apaf1 inhib,-15,-5,-10,9,18,14
HKDC1 inh,1,-8,-6,-2,-3,-3

# Screening results as filed in PubChem BioAssay.
